K1F lysis inhibition – inhibition of K1F phage lysis, E. coli UTI89, bacterial capsule biogenesis inhibitors, alamar blue (AID 488966) | E. coli UTI89 K1F phage lysis, alamar blue, 2 h; higher % means a stronger effect | one-dose inhibition, % at 100 µM; IC50 in µM for titrated hits | 0.02% of 340,000 active;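 active means phage lysis inhibition, versus mean bacterial control, above a set limit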;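 further: capsule biogenesis inhibitors block K1F phage lysis so surviving cells raise fluorescence; higher fluorescence means more inhibition of phage lysis; actives were called in the ten point dose series up to 300 µM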
MgcRacGAP inhibition – MgcRacGAP GTPase-activating activity inhibitors, confirmation, biochemical, ADP Hunter fluorescence; one-dose inhibition, % at 30 µM; IC50 in µM for titrated hits; MgcRacGAP-stimulated Rac1 GTP hydrolysis, ADP Hunter fluorescence; higher % means a stronger effect; GST-tagged Rac1 F28L mutant substrate; AID 624330, 2012; 0.6% of 340,000 active;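 active means first-screen hits whose inhibition reached a set limit at any dose in the follow-up dose series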;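 further: fluorescence reports GDP produced by GAP-driven GTP hydrolysis; strong numbers were not always called active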
Dengue-2 NS5 capping – Dengue-2 NS5 methyltransferase inhibitors, primary screen, biochemical, confirmation dose response (AID 588689) | Dengue-2 NS5 methyltransferase capping enzyme assay, biochemical; higher % means a stronger effect | one-dose inhibition, % at 25 µM; IC50 in µM for titrated hits | Genome polyprotein (Dengue virus type 2 (strain 16681-PDK53)) | 0.3% of 340,000 active; in the data active means a potency from the dose series
Dengue-2 NS5 capping pilot replicate – recorded beside Dengue-2 NS5 capping, whose call it bears; inhibition, %; measured here: pilot screen replicate inhibition
Starred values were filed as active, the others as inactive. A portion of the library, so the mix of outcomes need not match the whole.

Start of the listing, in advance (2 entries):
SMILES | K1F lysis inhibition | MgcRacGAP inhibition | Dengue-2 NS5 capping | others
CN(C)P(=O)(N(C)C)N1CC1 | 2.6% | 1% | 2%
Oc1ccc(Cl)cc1 | 7.5% | 6% | 0%

This part in full, from the start:
SMILES | K1F lysis inhibition | MgcRacGAP inhibition | Dengue-2 NS5 capping | others
CN(C)P(=O)(N(C)C)N1CC1 | 2.6% | 1% | 2%
Oc1ccc(Cl)cc1 | 7.5% | 6% | 0%
c1cc2c(cc1NC1=NCCO1)CCCC2 | 1.7% | 7% | -1%
CC(=O)/C=C/c1ccccc1 | 3.5% | 4% | -5%
CN1Cc2ccccc2-n2nncc2C1 | 0.1% | 7% | 3% | Dengue-2 NS5 capping pilot replicate=1.8
CCC1CN2CCc3cc(OC)c(OC)cc3C2CC1CC1NCCc2c1[nH]c1ccc(O)cc21 (centres undefined) | -3.2% | 70µM* | 2%
C[C@@H]1CC2C3CC=C4C[C@@H](O)CC[C@]4(C)C3CC[C@]2(C)[C@H]1O (some centres undefined) | 1.6% | 10% | 22%
Cc1cc2c(cc1C)NP(=S)(c1ccccc1)N2 | 3.9% | 19% | -2%
C[C@]12CCC3C(CC[C@H]4C[C@H](O)CC[C@]34C)C1CCC2=O (some centres undefined) | 0.9% | 5% | 8%
N#CC1c2ccccc2-n2nncc2CN1Cc1cc(Cl)cc(Cl)c1 (centres undefined) | 1.3% | 12% | -32% | Dengue-2 NS5 capping pilot replicate=-5.5
C[N+](C)(C)CC1CCCC1=O (centres undefined) | 0.9% | -8% | -8%
O=C(OC1CC2CCC(N2)C1C(=O)O)c1ccccc1 (centres undefined) | -0.2% | 2% | -7%
CC1(C)C(=O)CC[C@@]2(C)C1=CCC1C2CC[C@]2(C)C(=O)CCC12 (some centres undefined) | 0.7% | -8% | -10%
S=P(NCCNP(=S)(N1CC1)N1CC1)(N1CC1)N1CC1 | -0.4% | 2% | 17%
Cc1ccc(O)c(CN2CCC3CCC(C3)C2)c1 (centres undefined) | -1.4% | 4% | -12%
C[C@]12CC[C@H](O)CC1=C([N+](=O)[O-])CC1C2CC[C@@]2(C)C1CC[C@@H]2O (some centres undefined) | -1.2% | -6% | -1%
COc1cc(C2c3cc4c(c(O)c3CC3COC(=O)C32)OCO4)cc(OC)c1OC (centres undefined) | 2.9% | 5% | -6%
S=P(N1CCCCCC1)(N1CC1)N1CC1 | 0.3% | 3% | 4%
C[C@]12CCC(=O)C=C1C=CC1C2CC[C@@]2(C)C1CC[C@@H]2O (some centres undefined) | 0.4% | 0% | 0%
CC1(C)NC(=S)C(C)(C)N1N=O | -0.5% | 4% | 5%
S=P1(Oc2ccccc2)Nc2ccccc2N1 | -0.1% | 3% | 6%
C[C@]12CC[C@@H](O)CC1=CCC1C2CC[C@@]2(C)C1CC[C@@H]2N (some centres undefined) | 3.9% | 2% | 7%
O=C(O)C1C2c3ccccc3C(=O)C1(C(=O)O)c1ccccc12 (centres undefined) | -1.1% | -6% | -2%
C[C@]12CCC3C(CC[C@H]4C[C@@H](O)CC[C@]34C)C1[C@H]1CN=N[C@H]1[C@@H]2O (some centres undefined) | 0.5% | 3% | -5%

Already shown: 15 of the compounds above.
SMILES | K1F lysis inhibition | MgcRacGAP inhibition | Dengue-2 NS5 capping | others
N#CC1c2ccccc2-n2nncc2CN1Cc1cc(Cl)cc(Cl)c1 (centres undefined) | 1.3% | 12% | -32% | Dengue-2 NS5 capping pilot replicate=-5.5
C[N+](C)(C)CC1CCCC1=O (centres undefined) | 0.9% | -8% | -8%
O=C(OC1CC2CCC(N2)C1C(=O)O)c1ccccc1 (centres undefined) | -0.2% | 2% | -7%
CC1(C)C(=O)CC[C@@]2(C)C1=CCC1C2CC[C@]2(C)C(=O)CCC12 (some centres undefined) | 0.7% | -8% | -10%
S=P(NCCNP(=S)(N1CC1)N1CC1)(N1CC1)N1CC1 | -0.4% | 2% | 17%
Cc1ccc(O)c(CN2CCC3CCC(C3)C2)c1 (centres undefined) | -1.4% | 4% | -12%
C[C@]12CC[C@H](O)CC1=C([N+](=O)[O-])CC1C2CC[C@@]2(C)C1CC[C@@H]2O (some centres undefined) | -1.2% | -6% | -1%
COc1cc(C2c3cc4c(c(O)c3CC3COC(=O)C32)OCO4)cc(OC)c1OC (centres undefined) | 2.9% | 5% | -6%
S=P(N1CCCCCC1)(N1CC1)N1CC1 | 0.3% | 3% | 4%
C[C@]12CCC(=O)C=C1C=CC1C2CC[C@@]2(C)C1CC[C@@H]2O (some centres undefined) | 0.4% | 0% | 0%
CC1(C)NC(=S)C(C)(C)N1N=O | -0.5% | 4% | 5%
S=P1(Oc2ccccc2)Nc2ccccc2N1 | -0.1% | 3% | 6%
C[C@]12CC[C@@H](O)CC1=CCC1C2CC[C@@]2(C)C1CC[C@@H]2N (some centres undefined) | 3.9% | 2% | 7%
O=C(O)C1C2c3ccccc3C(=O)C1(C(=O)O)c1ccccc12 (centres undefined) | -1.1% | -6% | -2%
C[C@]12CCC3C(CC[C@H]4C[C@@H](O)CC[C@]34C)C1[C@H]1CN=N[C@H]1[C@@H]2O (some centres undefined) | 0.5% | 3% | -5%

Next compounds.
SMILES | K1F lysis inhibition | MgcRacGAP inhibition | Dengue-2 NS5 capping | others
CCC1([N+](=O)[O-])COP(N)(=O)OC1 (centres undefined) | 0.1% | -4% | -11%
C[C@H]1[C@@H](OS(=O)(=O)O)C[C@@H]2C[C@H]([C@@H](O)c3cc(=O)[nH]c(=O)[nH]3)NC3=NC[C@H]1N32 | -1.1% | 4% | -7%
C[C@]12CCC3C(CC[C@H]4C[C@@H](O)CC[C@]34C)[C@H]1CC[C@H]2O (some centres undefined) | 2.1% | 0% | -1%
NC(Cc1ccccc1)c1nn[nH]n1 (centres undefined) | 0.4% | 6% | 1%
Cc1cccc(C(O)(C(=O)O)c2ccccc2)c1 (centres undefined) | 1.3% | -1% | -2%
c1cncc(CNCCN2CCNCC2)c1 | -2.5% | -6% | 4%
CCOc1ccc(C=C2C(=O)NC(=S)NC2=O)cc1OCC | -0.5% | 6% | -18%

Screening results: PubChem BioAssay, Southern Research Specialized Biocontainment Screening Center
